# UPR CHOP act: apoptotic UPR (CHOP) activation. CHO-CHOP luciferase reporter, luminescence; percent of tunicamycin response over DMSO baseline. actives 0.34% (n = 330,000). activation, % at 10 µM;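 active = at 10 µM dose, activation of 40% or more, normalized to positive control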;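 also: 100% = tunicamycin at 10 µg/mL and 0% = DMSO alone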
#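 Test system: CHO-CHOP cells, stable luciferase reporter of PERK-eIF2a-CHOP signalling | Quantity: 500 CHO-CHOP cells per well | Buffer or medium: F12 plus 10% serum | Compound dosing: 10 µM single point, 0.5% DMSO | Schedule: 6 h compound treatment, 37 °C | Signal: Luciferase luminescence | Control set: Tunicamycin high control, DMSO low control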
# Mdm2-MdmX inh: human Mdm2/MdmX binding inhibition | SaOS-2 split-luciferase Mdm2/MdmX complementation, luminescence | inhibition, % at 8 µM | actives 3% (n = 330,000);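 active = inhibition of at least 50% at 8 µM in the primary screen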
# tim10-1 inh: growth inhibitors of tim10-1 mutant yeast | S. cerevisiae tim10-1 ts strain growth, BacTiter-Glo, 24 h | inhibition, % at 20 µM | actives 2.2% (n = 330,000) | AID 463190;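 active = inhibition of at least 40%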;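 also: mutant grown at 25 °C; 0% = DMSO wells with yeast and 100% = wells holding no yeast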
# TIM10 inh: TIM10 yeast growth inhibition; S. cerevisiae TIM10 strain growth, BacTiter-Glo luminescence, 24 h; actives 1.4% (n = 330,000); AID 463195; inhibition, % at 10 µM;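 active = inhibition of 40% or more at the single tested concentration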;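 also: wild-type TIM10 isogenic control strain grown at permissive 25 °C; 0% = DMSO yeast wells and 100% = minimal medium wells without yeast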
# tim23-1 inh: inhibits growth of tim23-1 mutant yeast; S. cerevisiae tim23-1 growth, BacTiter-Glo luminescence, 24 h; inhibition, % at 20 µM; actives 1.3% (n = 330,000); AID 463212;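 active = growth inhibition of the mutant yeast at or above 50%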;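 also: temperature-sensitive mutant grown at 25 °C; plate controls were DMSO-treated mutant yeast for no effect and medium wells lacking yeast for full effect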
# APJ antagonist: APJ receptor antagonism | CHO-K1 APJ beta-arrestin complementation, luminescence | inhibition, % at 20 µM | actives 0.32% (n = 330,000);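 active = inhibition above about 40% at 20 µM, limit read from the data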;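 also: cells challenged with 10 nM apelin-13 agonist together with compound; plate controls were apelin-13 plus DMSO wells for no effect and DMSO wells lacking apelin-13 for full effect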
# Target sequence (P35414 whole entry, looked up): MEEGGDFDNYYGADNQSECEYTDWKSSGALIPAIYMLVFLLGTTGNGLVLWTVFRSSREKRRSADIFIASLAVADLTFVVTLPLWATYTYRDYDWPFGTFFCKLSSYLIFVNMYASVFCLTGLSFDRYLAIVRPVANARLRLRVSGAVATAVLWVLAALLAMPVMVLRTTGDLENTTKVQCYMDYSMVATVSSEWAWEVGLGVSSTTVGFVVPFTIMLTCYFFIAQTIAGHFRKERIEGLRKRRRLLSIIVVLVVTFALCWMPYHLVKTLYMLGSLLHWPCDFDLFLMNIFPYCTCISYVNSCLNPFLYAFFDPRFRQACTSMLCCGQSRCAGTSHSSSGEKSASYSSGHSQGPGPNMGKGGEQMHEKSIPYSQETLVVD
# UPR XBP1 act: activators of adaptive arm of unfolded protein response (XBP1); AID 463104; actives 0.33% (n = 330,000); CHO-XBP1 luciferase reporter, IRE1-XBP1 UPR activation, luminescence; percent of tunicamycin response, DMSO as zero; activation, % at 20 µM;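 active = versus positive control, 20 µM dose yields 30% or more activation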;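 also: 100% = tunicamycin at 10 µg/mL and 0% = DMSO only wells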
#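 Signal: luciferase luminescence; Assay system: CHO-XBP1 luciferase reporter cells; Amount: one thousand reporter cells per well; Dosing: 20 µM single concentration, DMSO 1%; Benchmarks: high control tunicamycin 10 µg/mL final, low control DMSO vehicle only; Schedule: 6 h compound exposure at 37 °C, 5% CO2; Evaluation: percent activation relative to tunicamycin reference.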
# CXCR6 inh: CXCR6 (human) receptor inhibition. inhibition, % at 20 µM. O00574. actives 0.36% (n = 360,000). CHO-K1 PathHunter CXCR6 beta-arrestin, luminescence; in the data active = inhibition above about 34%, passing the limit was not always enough;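 also: antagonist mode with CXCL16 agonist at 10 nM final; 0% = 10 nM CXCL16 with DMSO and 100% = unstimulated wells without agonist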
# Target sequence (O00574 whole entry, looked up): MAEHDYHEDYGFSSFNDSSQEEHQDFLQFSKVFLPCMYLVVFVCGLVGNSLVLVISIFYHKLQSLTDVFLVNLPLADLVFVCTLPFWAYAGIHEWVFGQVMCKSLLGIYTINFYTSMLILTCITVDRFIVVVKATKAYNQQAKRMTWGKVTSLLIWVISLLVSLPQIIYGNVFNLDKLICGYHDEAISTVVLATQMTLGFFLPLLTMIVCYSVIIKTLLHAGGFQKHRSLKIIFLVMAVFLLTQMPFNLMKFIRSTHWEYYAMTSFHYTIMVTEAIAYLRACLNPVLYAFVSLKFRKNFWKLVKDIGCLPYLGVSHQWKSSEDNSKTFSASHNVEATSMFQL
# APJ ag: activates the human apelin receptor APJ; P35414; CHO-K1 APJ PathHunter beta-arrestin, luminescence; 0% DMSO wells, 100% apelin; activation, % at 20 µM; actives 0.11% (n = 330,000);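 active = activation more than six SD over the plate average, tested at 20 µM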;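 also: 0% = DMSO alone and 100% = apelin-13 at 10 nM; some results filed as inactive read as strong as hits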
#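 Assay system – PathHunter CHO-K1 APJ (AGTRL-1) beta-arrestin reporter cells · Compound – one dose, 20 µM compound, 1% DMSO · Timing – compound 90 min 25 °C, reagent 1 h · Measured by – luminescence from split beta-galactosidase complementation, Galacton Star/Emerald II substrate · Measure – beta-arrestin recruitment to APJ as agonist activity, luminescent signal · Benchmarks – DMSO vs Apelin-13 10 nM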
# * hit, by the source's call; . = no result given.
mol	UPR CHOP act	Mdm2-MdmX inh	tim10-1 inh	TIM10 inh	tim23-1 inh	APJ antagonist	UPR XBP1 act	CXCR6 inh	APJ ag
COCCNC(=O)/C(C#N)=C/c1c(N2CC(C)OC(C)C2)nc2ccccn2c1=O (configuration not stated)	3.0	-19	8	3	3	11	0	-2	0
CC(Oc1ccc(Br)cc1)C(=O)N1CCN(c2ccccn2)CC1 (configuration not stated)	2.0	-9	27	16	36	5	4	2	9
COc1ccc(CCNC(=O)Cn2nc(C)c3c(C)n(-c4ccccc4)nc3c2=O)c(OC)c1	-0.3	0	11	-5	6	-2	0	9	1
COc1ccc([N+](=O)[O-])cc1C1NN=C(c2cccc3ccccc23)S1 (configuration not stated)	-3.1	34	-1	19	1	16	2	4	-5
CCP(=O)(c1cccc([N+](=O)[O-])c1)c1cccc([N+](=O)[O-])c1	0.9	25	6	6	-2	15	-1	3	0
CC(=O)Nc1nonc1NC(=O)CSc1ncn[nH]1	-1.0	1	5	-2	5	-3	0	-6	0
Cc1c(Cl)cnc(NC(=O)COC(=O)c2cc3c(s2)CCC(C)C3)c1Cl (configuration not stated)	-0.5	33	15	18	7	10	-2	9	-2
O=c1c2ccccc2nc(SCc2ccccc2Cl)n1Cc1ccccc1	1.2	30	19	18	11	17	-2	8	-12
O=C(/C=C/c1ccc([N+](=O)[O-])cc1)OCC(=O)N1CCOCC1	-1.2	17	-16	6	-3	4	0	-10	0
CS(=O)(=O)c1cccc(NC(=O)C2CC2)c1	-0.9	4	17	0	12	8	0	0	-1

# Compound profiles (already shown):
# O=c1c2ccccc2nc(SCc2ccccc2Cl)n1Cc1ccccc1 across the screens: UPR CHOP act: 1.2; Mdm2-MdmX inh: 30; tim10-1 inh: 19; TIM10 inh: 18; tim23-1 inh: 11; APJ antagonist: 17; UPR XBP1 act: -2; CXCR6 inh: 8; APJ ag: -12
# Cc1c(Cl)cnc(NC(=O)COC(=O)c2cc3c(s2)CCC(C)C3)c1Cl (configuration not stated) across the screens: UPR CHOP act: -0.5; Mdm2-MdmX inh: 33; tim10-1 inh: 15; TIM10 inh: 18; tim23-1 inh: 7; APJ antagonist: 10; UPR XBP1 act: -2; CXCR6 inh: 9; APJ ag: -2

# (listing goes on)
mol	UPR CHOP act	Mdm2-MdmX inh	tim10-1 inh	TIM10 inh	tim23-1 inh	APJ antagonist	UPR XBP1 act	CXCR6 inh	APJ ag
CN1CC(c2ccccc2)C2(COc3ccccc3C2=O)C12C(=O)Nc1ccccc12 (configuration not stated)	6.7	18	29	38	34	3	0	1	-2
OC[C@@H]1CCCN1Cc1cn(-c2ccccc2)nc1-c1ccc2c(c1)OCO2	1.7	17	3	-21	-5	17	5	1	-1
Cc1cccc(C(=O)Nc2ccccc2C(=O)OCc2c(C)noc2C)c1	0.7	-5	29	19	20	23	0	7	-2
CCCn1cc(S(=O)(=O)c2ccc(F)cc2)c(=O)c2cc(OCC)ccc21	2.2	-5	4	2	-3	18	-6	6	-3
Cc1cccn2c(=O)nc(SCC(=O)NCCc3ccccc3)nc12	-0.8	12	0	1	-1	4	-2	0	-7
CN1CCN(C=Nc2nc3ccccc3nc2N2CCCC2)CC1	2.9	-5	9	2	10	1	0	-9	-1
CN1CCN(c2cc(-c3ccccc3)nc3cc(-c4ccc(F)cc4)nn23)CC1	3.6	47	11	34	55*	14	9	-7	3
COc1ccc(S(=O)(=O)CCC(=O)Nc2cc(C)ccc2OC)cc1	-1.2	9	17	-13	13	15	-2	2	-3
Cn1nc([N+](=O)[O-])nc1Oc1ccccc1	-1.1	-11	10	-9	7	3	-3	0	-2
COc1ccc(C)cc1NC(=O)c1ccc(CN2CCc3ccccc3C2)cc1	2.8	7	-5	10	21	6	-3	8	0
COc1ccc(NC(=O)c2c3c(nc4ccccc24)CCN(Cc2ccccc2)C3)c(OC)c1	-0.1	20	17	5	6	-17	-2	2	0
CCOc1ccc(NS(=O)(=O)c2ccc(NS(=O)(=O)c3ccc(SC)cc3)cc2)cc1	-0.9	-45	8	-3	19	-9	-1	-3	-1
CC(C)CNC(=O)C(=O)NNC(=O)c1ccco1	1.6	10	0	8	-3	-15	-3	-4	-1
CCOc1nc(Nc2cc(Cl)ccc2OC)nc(OCC)n1	-0.6	7	0	7	-2	21	-3	7	-3
Cc1ccccc1NC(=O)Cn1cc(C(=O)C2CC2)c2ccccc21	1.1	-6	5	-11	-3	-9	2	-6	-4
CC(=O)N(c1ccc(Cl)cc1)c1c[nH]c2ccccc12	-1.8	-5	16	17	25	20	-3	11	-5
CSc1oc(-c2cccs2)nc1S(=O)(=O)c1ccccc1	0.7	4	10	14	21	-8	2	10	-7
COC(=O)c1ccc(Oc2nc3ccccc3n3c(C)nnc23)cc1	-1.9	11	3	4	22	2	1	-7	-5
Cc1cc(C)cc(OCC(=O)Nc2cccc(-c3nc4ncccc4o3)c2)c1	2.2	10	-4	19	9	1	3	2	-2
CCN1CCN(C(=O)C2CCN(S(=O)(=O)c3ccc4c(c3)NC(=O)C(C)S4)CC2)CC1 (configuration not stated)	0.6	-12	6	-3	6	16	-7	-2	-1
Cc1occc1-c1nnc(SCC(=O)N2CCCC(C)C2)o1 (configuration not stated)	1.7	-18	16	4	16	-7	0	1	-4
CC(=O)c1ccc(OC(=O)c2nc(-c3ccccc3)oc2C)cc1	0.5	21	10	5	5	-2	-1	8	-3
O=C(NCCc1ccccc1)C1CC(=O)N(CCc2ccccc2)C1 (configuration not stated)	2.1	23	18	8	15	-10	-2	4	2
Cc1ccc2c(c1)-n1c(nc3ccccc3c1=O)C(Cc1ccc(O)cc1)NC2=O (configuration not stated)	-0.9	11	-5	0	-8	4	4	.	-3
COc1ccc([C@H]2CC(=O)C=C(c3cc(C)ccc3OC)C2)cc1	1.0	40	10	0	20	2	-3	10	-5
Cc1cc(Br)ccc1NC(=S)NCCc1ccccc1	-0.7	10	33	27	44	9	-3	4	1
O=c1oc2ccccc2nc1/C=C(\O)c1ccccc1	-1.4	-4	-48	-68	-31	-14	2	12	2
S=C(NCCc1ccccc1)N/N=C/c1cccc(Cl)c1Cl	-1.4	11	-5	-34	-11	-24	0	14	0
CCc1ccc(C(=O)NN(C(=O)c2ccc(CC)cc2)C(C)(C)C)cc1	-1.0	-11	17	17	17	-1	-2	4	0
COc1ccc(C(=O)N(C)Cc2ccon2)cc1OC1CCN(C(C)C)CC1	2.2	-14	-3	1	1	-4	-2	-2	-1
Cc1ccc(NC(=O)c2sc(=S)n(-c3cc(C)ccc3F)c2N)cc1	5.6	30	11	1	-9	3	-2	4	-2
CC1CCC(NC(=O)C2c3ccccc3C(=O)N2Cc2cccs2)CC1 (configuration not stated)	1.9	20	18	-2	7	-4	-1	10	4
COc1cccc(NC(=O)Cn2c3ccc(OC)cc3c3nc4n(c(=O)c32)CCS4)c1	0.0	37	-24	3	-31	-9	4	9	3
COc1ccc2nc(C)cc(NCc3cccc(C(F)(F)F)c3)c2c1	-0.6	79*	-12	-3	-41	16	4	-8	4
Cc1c(Cl)cccc1N=C1SCCN1C(=O)CN1C(=O)NC2(CCCC2)C1=O	3.1	78*	22	11	45	8	2	7	-2
COc1ccc2oc(C(=O)OC(C)C(=O)N3C(C)CCCC3C)c(C)c2c1 (configuration not stated)	-1.7	11	7	4	30	5	-2	0	0
O=C(O)Cc1c[nH]c2cccc(O)c12	1.3	-7	11	1	15	-93	0	-4	9
O=C1C=C(c2ccc3[nH]ccc3c2)C[C@@H](c2ccc(F)cc2)C1	1.0	8	39	25	53*	16	0	0	-3
COc1cccc2cc(C(=O)NCc3ccccc3Cl)c(=O)oc12	4.4	-11	9	-6	11	12	3	2	-3
Cc1scc(C(=O)NNC(=S)NCC2CCCO2)c1-c1ccccc1 (configuration not stated)	0.8	1	2	16	9	27	1	8	-3
Cc1csc(NC(=O)c2cccc(Cn3nc(C)c(Br)c3C)c2)n1	0.7	8	19	-10	23	-10	-5	-7	1
CCC(C)(C)n1nnnc1C(C(C)C)N(CCCO)Cc1cc2cc(C)ccc2[nH]c1=O (configuration not stated)	-0.5	16	6	16	15	7	-6	6	2
O=C(COC(=O)c1c[nH]c2ccccc12)Nc1ccc([N+](=O)[O-])cc1	-1.6	3	-4	9	14	3	-1	-7	-3
CCc1cccc(NC(=O)CCS(=O)(=O)c2cc3c(cc2C)NC(=O)CO3)c1	-0.8	27	-23	-6	-6	9	-2	2	-4
CC(C)C(OC(=O)c1cc2c(s1)CCCCC2)C(=O)NC(N)=O (configuration not stated)	0.1	6	29	2	9	1	1	4	4
CCCCNC(=S)N(CCCO)Cc1cc2cc3c(cc2[nH]c1=O)OCCO3	0.5	-5	-4	-13	-5	3	-6	-4	-2
CCOc1ccc(NC(=O)CN(C)C(=O)c2ccc(C)c(S(=O)(=O)N3CCCCC3)c2)cc1OCC	0.5	18	-2	1	0	12	-2	8	1
CC(=O)c1ccc(OCc2cc(C(=O)NC(C)c3cnn(C)c3)no2)cc1 (configuration not stated)	-0.4	-13	-44	-16	-28	-6	-1	-5	-1
Cn1cccc1/C=N/NC(=O)CNc1ccc2ccccc2c1	0.4	12	22	21	40	-11	4	-12	3
Nc1nc2nonc2nc1N1CCCCC1	-0.6	12	-12	-5	-5	16	-1	-5	4

# The list continues.
mol	UPR CHOP act	Mdm2-MdmX inh	tim10-1 inh	TIM10 inh	tim23-1 inh	APJ antagonist	UPR XBP1 act	CXCR6 inh	APJ ag
CC(C)CC(=O)NC(NC(=O)CC(C)C)c1cccc([N+](=O)[O-])c1	1.8	-2	9	5	10	13	-3	13	-1
O=C1c2ccccc2C(=O)N1CCC(=O)N1CCCc2ccccc21	1.5	12	18	4	24	-17	4	-6	-2
O=C(Nc1ccnn1C1CCN(CCCC2CCCC2)CC1)c1ccccc1	0.0	34	-10	-6	-5	27	-3	1	-6
COc1ccc([C@H]2CC(=O)C=C(c3ccc(Cl)c(C(F)(F)F)c3)C2)cc1	-0.7	-4	15	19	14	-10	-2	-7	-1
COc1ccc(NC(=O)CN2C(=O)NC(C)(c3ccc(C)cc3)C2=O)cn1 (configuration not stated)	-0.7	-31	-17	-4	0	3	-1	-7	-1
CSCCC(NS(=O)(=O)c1ccc(C)cc1)C(=O)NCC(C)(C)N1CCOCC1 (configuration not stated)	2.7	15	-12	-5	-16	9	-2	-12	-3
CC(C)(C)c1ccc(S(=O)(=O)N2CCCC2C(=O)N2CCOCC2)cc1 (configuration not stated)	-0.3	4	-3	-14	0	3	-3	5	-3
CCN(Cc1ccccc1)C(=O)COC(=O)c1cc(Cl)nc(Cl)c1	-2.0	-12	-11	3	0	12	2	5	0
CC1(C)CC(=O)C2=C(C1)NC(=O)CC2c1ccc(N(CCC#N)CCC#N)cc1 (configuration not stated)	0.8	-11	-13	-8	11	-7	-3	-6	-2
Cc1sc(NC(=O)c2ccc(F)cc2)c(CN2CCCCCC2)c1C	2.0	5	14	15	30	11	-1	5	-1
Nc1nonc1-c1nc2ccccc2n1CCC(=O)O	0.7	26	4	5	8	4	-1	-3	-2
COc1ccccc1NC(=S)N1CCCCCC1	1.9	3	-21	-2	1	10	-6	4	0

# A portion of the library; count on the stated rates, not on these rows.
